LYPLA2 counter: counter-screen for PME1 inhibitors: inhibitors of human LYPLA2; O95372; inhibition, % at 5.9 µM; AID 2177; 320,000 compounds, 0.38% hits; recombinant LYPLA2, FP-Rh probe fluorescence polarization;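 active means inhibition above the screen-wide mean plus 3 SD, limit set per campaign, cut at about 26% in these data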;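 further: 0% = LYPLA2 with DMSO and 100% = wells lacking LYPLA2 enzyme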
Target sequence (O95372 whole entry, looked up): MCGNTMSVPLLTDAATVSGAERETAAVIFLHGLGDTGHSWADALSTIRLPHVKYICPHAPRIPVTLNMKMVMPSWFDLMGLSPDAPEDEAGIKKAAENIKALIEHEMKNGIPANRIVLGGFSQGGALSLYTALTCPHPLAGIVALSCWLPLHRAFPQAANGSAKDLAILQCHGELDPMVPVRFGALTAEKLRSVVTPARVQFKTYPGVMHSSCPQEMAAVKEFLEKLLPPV
PP5 inh: blocks human protein phosphatase 5 activity; P53041; purified PP5c, OMFP substrate fluorescence; inhibition, % at 6.7 µM; 320,000 compounds, 0.18% hits; AID 1987;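 active means inhibition above the campaign's mean inhibition across all tested compounds plus 3 SD, cut at about 9.5% in these data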;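 further: 0% = DMSO only and 100% = 100 µM cantharidin control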
Fh CTSL1 inh: counter-screen for PFM18AAP inhibitors: inhibitors of F. hepatica cathepsin L1; recombinant F. hepatica cathepsin L1, Z-Leu-Arg-MCA fluorescence; inhibition, % at 5.96 µM; 300,000 compounds, 0.49% hits;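 active means inhibition above the mean of all tested compounds plus 3 SD, set per screening campaign, cut at about 17% in these data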;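 further: 0% = plate median of test compound wells and 100% = 1 µM Z-Phe-Ala-diazomethylketone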
Efflux pump inh: inhibitors of Candida antifungal efflux pumps expressed in yeast. S. cerevisiae Candida pump triplex, Nile Red efflux. inhibition, % at 10 µM. 330,000 compounds, 0.44% hits. AID 485275;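 active means plate passing quality check with inhibition over a set limit, or well fluorescence over plate mean plus 4 SD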;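 further: Nile Red retained in pooled yeast measured as flow cytometry median fluorescence; 0% = buffer negative control and 100% = Enniatin B positive control; higher means more Nile Red kept so more efflux inhibition; some compounds called inactive have numbers as strong as hits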
GASC-1 inh: blocks human GASC-1 demethylase activity | Q9H3R0 | GST-JMJD2C(1-420) H3K9me3 demethylation, DELFIA europium | inhibition, % at 2.35 µM | 330,000 compounds, 0.069% hits;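 active means more than half of a compound's replicate wells show inhibition beyond 50%, single wells judged on their own value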;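 further: signal counts dimethyl H3K9 product captured on neutravidin plate; 0% = median of DMSO wells and 100% = 0.3 times that DMSO median; strong numbers were not always called active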
Target sequence (Q9H3R0 1-420 limits assumed): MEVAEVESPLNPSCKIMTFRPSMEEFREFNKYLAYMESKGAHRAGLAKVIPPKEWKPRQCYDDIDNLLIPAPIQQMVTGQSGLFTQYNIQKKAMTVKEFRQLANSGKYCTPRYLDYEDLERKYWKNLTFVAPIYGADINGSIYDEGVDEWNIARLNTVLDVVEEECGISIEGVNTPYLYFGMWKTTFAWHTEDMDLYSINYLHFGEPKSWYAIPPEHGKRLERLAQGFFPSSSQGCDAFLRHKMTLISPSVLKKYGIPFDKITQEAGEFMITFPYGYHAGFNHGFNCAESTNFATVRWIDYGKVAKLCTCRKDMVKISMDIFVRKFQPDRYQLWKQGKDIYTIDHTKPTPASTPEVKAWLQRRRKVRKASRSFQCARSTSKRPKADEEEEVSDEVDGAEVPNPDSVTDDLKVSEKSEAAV
PREPL inh: inhibits the human prolyl oligopeptidase-like enzyme; recombinant PREPL, fluorescence polarization activity-based probe; 320,000 compounds, 0.68% hits; Q4J6C6; inhibition, % at 5.96 µM; in the data active means inhibition above about 43%;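 further: 0% = enzyme with DMSO and 100% = wells lacking enzyme; many of its hits are not listed in these tables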
HCV core dimer: HCV core protein dimerization inhibition; TR-FRET GST/Flag-core106 dimerization, 1536-well; inhibition, % at 5 µM; 300,000 compounds, 0.33% hits;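 active means inhibition above the mean of all tested compounds plus 3 SD, set per screening campaign, cut at about 45% in these data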
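assay system = GST-tagged and Flag-tagged HCV core protein residues 1-106 | controls = unlabelled core106 and no-GST-core106 wells | incubation = compound-protein-antibody incubation 4 h at 22.5 °C | probe or stimulus = Eu donor and XL665 acceptor anti-tag antibodies | read-out = % inhibition based on acceptor/donor emission ratio | signal = TR-FRET 671 and 617 nm emission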
TPT1 inhibitor: C. albicans TPT1 enzyme inhibition; 300,000 compounds, 0.81% hits; recombinant caTPT1, FP RNA substrate dephosphorylation; inhibition, % at 5 µM; AID 1962;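 active means inhibition above the mean of all tested compounds plus 3 SD, set per screening campaign, cut at about 24% in these data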;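 further: plate controls were DMSO alone for no effect and ferristatin control at 100 nM for full effect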
PP1 counter: counter-screen for PP5 inhibitors: inhibitors of human PP1-alpha; P62136; purified PP1alpha, OMFP fluorescence; inhibition, % at 6.7 µM; 320,000 compounds, 0.9% hits; AID 2235;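 active means inhibition above the mean inhibition of all tested compounds plus 3 SD, computed separately for each screening campaign, cut at about 15% in these data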
Target sequence (P62136 whole entry, looked up): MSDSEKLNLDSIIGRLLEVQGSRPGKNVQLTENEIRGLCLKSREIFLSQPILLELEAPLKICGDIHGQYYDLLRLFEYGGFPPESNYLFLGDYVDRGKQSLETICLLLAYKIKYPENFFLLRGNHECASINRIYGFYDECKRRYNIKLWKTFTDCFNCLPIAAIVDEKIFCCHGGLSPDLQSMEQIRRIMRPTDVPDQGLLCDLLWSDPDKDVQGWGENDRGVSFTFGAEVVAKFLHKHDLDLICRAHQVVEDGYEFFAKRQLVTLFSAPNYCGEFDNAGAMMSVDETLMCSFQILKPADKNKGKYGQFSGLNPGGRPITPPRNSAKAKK
The depositor's hits bear a star; x = not tested or not shown. This is a subset; count on the stated rates, not on these rows.

Molecule | LYPLA2 counter | PP5 inh | Fh CTSL1 inh | Efflux pump inh | GASC-1 inh | PREPL inh | HCV core dimer | TPT1 inhibitor | PP1 counter
O=C(C1CCCN(c2ncccn2)C1)N1CCc2ccccc21 (stereo not given) | 7 | 3.2 | -5 | 0.0 | 8 | 9 | 0 | -3 | 0
COc1ccc(NC(=O)CCC(=O)N/N=C/c2cccnc2)cc1 | 4 | 0.6 | 1 | -0.2 | 4 | 0 | 10 | -8 | -2
CC(Oc1ccc(F)cc1)C(=O)Nc1cc(C(F)(F)F)ccc1-n1cncn1 (stereo not given) | 2 | 1.4 | -1 | 0.0 | 76 | 19 | -3 | 1 | 1
Cc1nnc(SCC(=O)Nc2cc(S(=O)(=O)N3CCCC3)ccc2Cl)s1 | 1 | 1.5 | -1 | -0.1 | -2 | 18 | 0 | -1 | -2
CN1c2ccccc2C(=O)NC1c1ccc(Cl)cc1 (stereo not given) | 6 | -1.0 | 6 | 0.1 | -3 | -8 | 0 | -2 | -2
CC(C)(C)OC(=O)N1CCC(C(=O)N2CCC[C@H]2C(=O)O)CC1 | 7 | -0.8 | 12 | 0.0 | 13 | 6 | 9 | -2 | 1
COCCN1Cc2cc3cc(C)ccc3nc2SC1=Nc1ccc(OC)cc1 | 5 | 1.5 | 4 | 0.0 | 0 | 13 | 0 | -2 | 3
Cc1ccc(-n2c(-c3ccco3)nc3nc4ccccc4nc32)cc1 | 2 | 0.5 | 0 | -0.1 | 1 | 2 | 6 | -2 | -3
COc1ccccc1NC(=S)Nc1ccccc1F | 9 | -0.1 | 4 | -0.1 | -1 | 16 | -1 | -1 | -3
O=C(CC(=O)N/N=C\c1ccccc1)NCCc1ccccc1 | -8 | -2.2 | -1 | -0.1 | 12 | -8 | 4 | 1 | -1
COc1cccc(-c2cc(C(F)(F)F)n3ncc(C(=O)N4CCc5ccccc5C4)c3n2)c1 | -8 | -0.2 | 5 | 0.2 | -7 | 5 | 13 | 2 | 0
COc1ccc(OC)c(NC(=O)CCCc2ccccc2)c1 | -7 | 0.6 | -1 | 0.0 | -6 | 0 | -4 | 1 | 0
Cc1cc(NC(=O)CSc2nnc(Nc3ccccc3)s2)no1 | 2 | 0.6 | 2 | 0.1 | -4 | 5 | 20 | 0 | -3
CCCC(=O)Nc1cccc(NC(=O)c2ccc(C)c([N+](=O)[O-])c2)c1 | 1 | 0.9 | -1 | 0.2 | 1 | 4 | 2 | 0 | -1
O=C(CN1C(=O)NC2(CCCCCCC2)C1=O)NCc1ccc2c(c1)OCO2 | 5 | -3.1 | -4 | 0.0 | -9 | 6 | 1 | 2 | -1
COc1ccc(-c2cn3ccccc3n2)cc1OC | -1 | 4.5 | -5 | 0.0 | 3 | 7 | -2 | 2 | -21
CN(Cc1ccccc1)C(=O)CN1C(=O)NC2(CCCCCCC2)C1=O | 0 | -0.6 | x | 0.0 | -2 | 3 | x | x | -4
Cc1scc(C(=O)Nn2cnnc2)c1-c1ccccc1 | 5 | 0.5 | -3 | -0.1 | 0 | 14 | -4 | 1 | -3
COc1cc(C)c(Br)cc1S(=O)(=O)NCc1ccncc1 | 0 | 1.3 | 3 | 0.0 | -3 | 0 | 1 | -3 | 1
Cc1ccc(C)c(S(=O)(=O)N2CCCC2CNC(=O)C(=O)NCc2ccco2)c1 (stereo not given) | 4 | 1.6 | 1 | 0.2 | -2 | 10 | -2 | -1 | -2
COc1ccc(NC(=O)Cn2nnc(C(=O)NCc3ccccc3)c2N)c(OC)c1 | 8 | 0.3 | -2 | -0.1 | 10 | 1 | 0 | -5 | -4
N#Cc1cn(CCOc2ccccc2F)c2ccccc12 | -1 | 3.3 | 1 | 0.1 | 9 | -33 | 4 | -4 | 8
O=C(Nc1ccc(Cl)cc1C(=O)N1CCCC1)c1cccc([N+](=O)[O-])c1 | -2 | -1.9 | -1 | 0.0 | -8 | 5 | 3 | 0 | -1
CCCNC(=O)N1CCCC(C(N)=O)C1 (stereo not given) | -6 | 1.7 | -4 | 0.1 | -9 | 3 | -1 | -1 | -7
CN(C)/N=C/c1ccc(/C=N/NC(N)=S)o1 | 7 | -1.9 | -8 | 0.1 | 1 | -1 | -7 | 4 | 3
O=S(=O)(NC1CC1)c1ccc(F)c(F)c1 | 2 | 0.0 | -3 | 0.0 | 2 | 4 | -1 | -2 | -1
Cc1ccc(-c2nnn(CC(=O)N(c3ccccc3)C(C(=O)NC(C)(C)C)c3cccs3)n2)o1 (stereo not given) | 2 | 0.5 | 1 | 0.0 | 7 | -1 | 2 | -8 | 1
CCc1sc(C(=O)N2CCc3cc(OC)c(OC)cc3C2CC(=O)O)cc1C (stereo not given) | -3 | 2.3 | x | 0.4 | -8 | 7 | x | x | 4
CC(C)[C@H](NC(=O)c1ccccc1)C(=O)OCC(=O)c1ccc(S(=O)(=O)N2CCCCC2)cc1 | 1 | -1.8 | 35* | -0.1 | -7 | 12 | 8 | 1 | -2
C=CCn1c(SCC(=O)Nc2ccc(C(=O)OC(C)C)cc2)nnc1-c1cccs1 | 4 | 4.2 | 2 | -0.1 | 3 | -10 | 3 | -1 | 2
CCOC(=O)N1CCN(C(=O)COc2cccc3c2CCN(Cc2cccc(C)c2)C3=O)CC1 | 5 | 1.4 | -6 | 0.1 | -1 | 9 | 3 | 2 | -3
CC(=O)Nc1ccc(C2(c3ccc(NC(C)=O)cc3)C(=O)Nc3ccccc32)cc1 | 8 | 3.5 | 13 | -0.1 | -12 | 4 | 3 | 0 | -5
COc1ccc(CNC(=O)C(c2ccncc2)N(C(=O)Cc2cccs2)c2ccc(C)cc2)cc1 (stereo not given) | 8 | 0.2 | 4 | 0.0 | 1 | 15 | 4 | -2 | 0
Clc1ccc(CCNc2ncnc3nc[nH]c23)cc1 | -5 | 1.8 | 0 | -0.2 | 1 | -7 | -2 | -1 | -1
O=C(NC1CCN(C(=O)NCc2ccccc2)CC1)c1ccccc1 | 5 | 2.5 | 2 | 0.2 | 1 | 0 | -1 | 0 | 1
Cc1nc(=O)c(-c2ccccc2)c(C)n1-c1ccccc1O | 0 | 3.2 | -4 | 0.1 | 3 | -12 | -10 | -3 | 1
Cc1nc2ncnn2c(C)c1CCC(=O)N1CCc2ccccc2C1 | 3 | 0.0 | -3 | -0.1 | -4 | 11 | -2 | -2 | -5
CC(C)C(=O)Nc1cccc(C(=O)Nc2nncs2)c1 | 9 | -2.4 | -1 | 0.0 | 6 | -3 | 6 | 1 | -2
CC(C)(C)c1ccc(COC(=O)Nc2ccc(F)cc2)cc1 | 5 | 1.1 | 4 | 0.0 | 2 | 1 | 14 | 0 | -2
CN1CCc2c(n(CC(O)CN(CCO)CCO)c3ccccc23)C1=O (stereo not given) | 1 | 0.6 | 2 | -0.1 | 4 | -1 | -8 | 1 | 2
NC(=O)C1=C[C@H](c2ccc(C(F)(F)F)cc2)C[C@H](OCCCCO)O1 | 1 | -1.4 | 2 | 0.0 | 4 | 8 | 2 | -2 | 0
O=[N+]([O-])c1cncc([N+](=O)[O-])c1Nc1ccccc1Cl | 1 | 1.8 | 1 | 0.1 | 3 | -4 | 4 | 4 | 2
CCCCN(CC)CCNC(=O)CN1C(=O)COc2ccc(S(=O)(=O)N3CCCC3)cc21 | -7 | -3.5 | -1 | 0.1 | -2 | 3 | -13 | -1 | -3
O=c1c(/C=N/O)coc2ccc(Cl)cc12 | -5 | 0.2 | -4 | 0.1 | -6 | 3 | 3 | 16 | -4
Cc1noc(C)c1CCC(=O)N1CCCC(CCC(=O)NCc2ccccc2F)C1 (stereo not given) | 9 | -3.1 | 0 | 0.0 | 34 | 0 | -4 | -1 | -2
Cc1cc(C)cc(-n2ncc3c2CCCC3NC(=O)c2ccccc2N2CCOCC2)c1 (stereo not given) | -4 | 4.1 | -4 | 0.0 | -9 | 6 | 11 | 0 | 0
Cc1ccc(-n2c(CCC(=O)O)ccc2-c2cccs2)cc1C | -6 | 0.6 | 3 | -0.1 | 15 | 14 | 1 | 9 | 5
Cc1c(-c2nnc(-c3ccc(C(F)(F)F)cc3)o2)cnn1-c1ccccc1 | -1 | -0.4 | -2 | -0.1 | 6 | 0 | 0 | -3 | -2
CCOC(=O)c1c(-c2ccc(OC)c(OC)c2)csc1NC(=O)C1CCCO1 (stereo not given) | -3 | 0.4 | -2 | -0.1 | 181 | -9 | 2 | 0 | -1
COC(=O)c1cccc(N(CC(=O)NC2CCCC2)C(=O)CCC(=O)Nc2cc(C)on2)c1 | 3 | -1.2 | -2 | 0.1 | 2 | -2 | -2 | 2 | 0

Next section
Molecule | LYPLA2 counter | PP5 inh | Fh CTSL1 inh | Efflux pump inh | GASC-1 inh | PREPL inh | HCV core dimer | TPT1 inhibitor | PP1 counter
CSc1ccc(C(=O)N2CCC(n3nccc3NC(=O)C3CC3)CC2)cc1 | 2 | 1.9 | -1 | -0.1 | -7 | 2 | 3 | 1 | 2
CSc1nccc(-c2nn(-c3ccc(C)cc3)ccc2=O)n1 | 0 | -1.3 | 1 | 0.0 | -33 | 18 | 2 | -5 | 2
COc1ccc(N2CCN(C(=O)CNC(=O)c3ccc(Br)o3)CC2)cc1 | 1 | -0.7 | -5 | 0.0 | 0 | 5 | 6 | 1 | -1
Clc1ccc(CN=C(Nc2ccccc2)NC2CCCCC2)cc1 | -5 | -2.9 | 7 | 0.1 | -14 | 28 | -7 | -5 | -2
CCOc1ccc(CC(=O)NNC(=S)NC)cc1 | 4 | 0.3 | -3 | -0.2 | 6 | 11 | -9 | -2 | -6
COc1cc(N)c(Cl)cc1C(=O)OCC(=O)N1CCCC1 | 9 | 2.3 | -3 | 0.0 | -4 | 5 | 4 | -1 | -3
CCCNS(=O)(=O)c1ccc(OCC(=O)N2CCN(c3ccccc3)CC2)cc1 | 0 | 2.8 | -3 | 0.1 | 17 | 0 | 1 | 2 | -2
COc1cc(=O)n2c(-c3ccccc3)csc2n1 | 2 | 0.1 | -1 | -0.1 | -1 | -15 | 0 | 2 | 1
CN(C)C(=O)c1ccc(OCC(F)(F)F)nc1 | 2 | -1.9 | 1 | -0.2 | -15 | 2 | -1 | -6 | -1
CCn1c(CC(C)C)n[nH]c1=S | 2 | 2.0 | -2 | 0.0 | 99 | 8 | -11 | 1 | -1
N#Cc1ccc(Cn2ccnc2C(=O)Nc2ccccc2)cc1 | -10 | 4.9 | -1 | 0.2 | -22 | -25 | -12 | -4 | -5
O=c1ccn(CCCBr)c(=O)[nH]1 | 3 | 1.0 | -5 | 0.1 | -7 | -7 | 1 | 0 | -4
O=C(CCc1nnc(-c2ccc(-c3ccccc3)cc2)o1)NCCc1ccccn1 | 2 | -0.9 | -5 | -0.2 | -16 | 24 | 2 | -1 | -3
CC(C(=O)NCc1ccc2c(c1)OCO2)N(c1ccccc1)S(C)(=O)=O (stereo not given) | 0 | 2.1 | -2 | -0.2 | 86 | -2 | -6 | -1 | 2
COc1ccc(S(=O)(=O)N(CC(=O)NCc2cccnc2)C2CCCCC2)cc1OC | 6 | 6.8 | 0 | -0.2 | -3 | 9 | -4 | -2 | -3
